# MLL CXXC-DNA inh: blocks binding of human MLL CXXC domain to DNA; Potency, µM (highest dose often 115 µM), without a hit: top-dose activity change, negative = inhibition, usual class: inhibitors; AID 2662; MLL-CXXC / FITC-HOXA9 DNA fluorescence polarization; hit rate 0.037% among 290,000; Q03164; active means well fitted inhibition curve with a large enough effect in the polarisation, with a control signal flat, not every such curve was filed as active; inconclusive means small, poorly fitted or top-dose-only effect, or effect the other way, or a change in a side signal; inactive means no such curve, though single readings can be large or run the other way; the % refers to the polarisation
# Target sequence (Q03164 whole entry, looked up, the tested form may be a part): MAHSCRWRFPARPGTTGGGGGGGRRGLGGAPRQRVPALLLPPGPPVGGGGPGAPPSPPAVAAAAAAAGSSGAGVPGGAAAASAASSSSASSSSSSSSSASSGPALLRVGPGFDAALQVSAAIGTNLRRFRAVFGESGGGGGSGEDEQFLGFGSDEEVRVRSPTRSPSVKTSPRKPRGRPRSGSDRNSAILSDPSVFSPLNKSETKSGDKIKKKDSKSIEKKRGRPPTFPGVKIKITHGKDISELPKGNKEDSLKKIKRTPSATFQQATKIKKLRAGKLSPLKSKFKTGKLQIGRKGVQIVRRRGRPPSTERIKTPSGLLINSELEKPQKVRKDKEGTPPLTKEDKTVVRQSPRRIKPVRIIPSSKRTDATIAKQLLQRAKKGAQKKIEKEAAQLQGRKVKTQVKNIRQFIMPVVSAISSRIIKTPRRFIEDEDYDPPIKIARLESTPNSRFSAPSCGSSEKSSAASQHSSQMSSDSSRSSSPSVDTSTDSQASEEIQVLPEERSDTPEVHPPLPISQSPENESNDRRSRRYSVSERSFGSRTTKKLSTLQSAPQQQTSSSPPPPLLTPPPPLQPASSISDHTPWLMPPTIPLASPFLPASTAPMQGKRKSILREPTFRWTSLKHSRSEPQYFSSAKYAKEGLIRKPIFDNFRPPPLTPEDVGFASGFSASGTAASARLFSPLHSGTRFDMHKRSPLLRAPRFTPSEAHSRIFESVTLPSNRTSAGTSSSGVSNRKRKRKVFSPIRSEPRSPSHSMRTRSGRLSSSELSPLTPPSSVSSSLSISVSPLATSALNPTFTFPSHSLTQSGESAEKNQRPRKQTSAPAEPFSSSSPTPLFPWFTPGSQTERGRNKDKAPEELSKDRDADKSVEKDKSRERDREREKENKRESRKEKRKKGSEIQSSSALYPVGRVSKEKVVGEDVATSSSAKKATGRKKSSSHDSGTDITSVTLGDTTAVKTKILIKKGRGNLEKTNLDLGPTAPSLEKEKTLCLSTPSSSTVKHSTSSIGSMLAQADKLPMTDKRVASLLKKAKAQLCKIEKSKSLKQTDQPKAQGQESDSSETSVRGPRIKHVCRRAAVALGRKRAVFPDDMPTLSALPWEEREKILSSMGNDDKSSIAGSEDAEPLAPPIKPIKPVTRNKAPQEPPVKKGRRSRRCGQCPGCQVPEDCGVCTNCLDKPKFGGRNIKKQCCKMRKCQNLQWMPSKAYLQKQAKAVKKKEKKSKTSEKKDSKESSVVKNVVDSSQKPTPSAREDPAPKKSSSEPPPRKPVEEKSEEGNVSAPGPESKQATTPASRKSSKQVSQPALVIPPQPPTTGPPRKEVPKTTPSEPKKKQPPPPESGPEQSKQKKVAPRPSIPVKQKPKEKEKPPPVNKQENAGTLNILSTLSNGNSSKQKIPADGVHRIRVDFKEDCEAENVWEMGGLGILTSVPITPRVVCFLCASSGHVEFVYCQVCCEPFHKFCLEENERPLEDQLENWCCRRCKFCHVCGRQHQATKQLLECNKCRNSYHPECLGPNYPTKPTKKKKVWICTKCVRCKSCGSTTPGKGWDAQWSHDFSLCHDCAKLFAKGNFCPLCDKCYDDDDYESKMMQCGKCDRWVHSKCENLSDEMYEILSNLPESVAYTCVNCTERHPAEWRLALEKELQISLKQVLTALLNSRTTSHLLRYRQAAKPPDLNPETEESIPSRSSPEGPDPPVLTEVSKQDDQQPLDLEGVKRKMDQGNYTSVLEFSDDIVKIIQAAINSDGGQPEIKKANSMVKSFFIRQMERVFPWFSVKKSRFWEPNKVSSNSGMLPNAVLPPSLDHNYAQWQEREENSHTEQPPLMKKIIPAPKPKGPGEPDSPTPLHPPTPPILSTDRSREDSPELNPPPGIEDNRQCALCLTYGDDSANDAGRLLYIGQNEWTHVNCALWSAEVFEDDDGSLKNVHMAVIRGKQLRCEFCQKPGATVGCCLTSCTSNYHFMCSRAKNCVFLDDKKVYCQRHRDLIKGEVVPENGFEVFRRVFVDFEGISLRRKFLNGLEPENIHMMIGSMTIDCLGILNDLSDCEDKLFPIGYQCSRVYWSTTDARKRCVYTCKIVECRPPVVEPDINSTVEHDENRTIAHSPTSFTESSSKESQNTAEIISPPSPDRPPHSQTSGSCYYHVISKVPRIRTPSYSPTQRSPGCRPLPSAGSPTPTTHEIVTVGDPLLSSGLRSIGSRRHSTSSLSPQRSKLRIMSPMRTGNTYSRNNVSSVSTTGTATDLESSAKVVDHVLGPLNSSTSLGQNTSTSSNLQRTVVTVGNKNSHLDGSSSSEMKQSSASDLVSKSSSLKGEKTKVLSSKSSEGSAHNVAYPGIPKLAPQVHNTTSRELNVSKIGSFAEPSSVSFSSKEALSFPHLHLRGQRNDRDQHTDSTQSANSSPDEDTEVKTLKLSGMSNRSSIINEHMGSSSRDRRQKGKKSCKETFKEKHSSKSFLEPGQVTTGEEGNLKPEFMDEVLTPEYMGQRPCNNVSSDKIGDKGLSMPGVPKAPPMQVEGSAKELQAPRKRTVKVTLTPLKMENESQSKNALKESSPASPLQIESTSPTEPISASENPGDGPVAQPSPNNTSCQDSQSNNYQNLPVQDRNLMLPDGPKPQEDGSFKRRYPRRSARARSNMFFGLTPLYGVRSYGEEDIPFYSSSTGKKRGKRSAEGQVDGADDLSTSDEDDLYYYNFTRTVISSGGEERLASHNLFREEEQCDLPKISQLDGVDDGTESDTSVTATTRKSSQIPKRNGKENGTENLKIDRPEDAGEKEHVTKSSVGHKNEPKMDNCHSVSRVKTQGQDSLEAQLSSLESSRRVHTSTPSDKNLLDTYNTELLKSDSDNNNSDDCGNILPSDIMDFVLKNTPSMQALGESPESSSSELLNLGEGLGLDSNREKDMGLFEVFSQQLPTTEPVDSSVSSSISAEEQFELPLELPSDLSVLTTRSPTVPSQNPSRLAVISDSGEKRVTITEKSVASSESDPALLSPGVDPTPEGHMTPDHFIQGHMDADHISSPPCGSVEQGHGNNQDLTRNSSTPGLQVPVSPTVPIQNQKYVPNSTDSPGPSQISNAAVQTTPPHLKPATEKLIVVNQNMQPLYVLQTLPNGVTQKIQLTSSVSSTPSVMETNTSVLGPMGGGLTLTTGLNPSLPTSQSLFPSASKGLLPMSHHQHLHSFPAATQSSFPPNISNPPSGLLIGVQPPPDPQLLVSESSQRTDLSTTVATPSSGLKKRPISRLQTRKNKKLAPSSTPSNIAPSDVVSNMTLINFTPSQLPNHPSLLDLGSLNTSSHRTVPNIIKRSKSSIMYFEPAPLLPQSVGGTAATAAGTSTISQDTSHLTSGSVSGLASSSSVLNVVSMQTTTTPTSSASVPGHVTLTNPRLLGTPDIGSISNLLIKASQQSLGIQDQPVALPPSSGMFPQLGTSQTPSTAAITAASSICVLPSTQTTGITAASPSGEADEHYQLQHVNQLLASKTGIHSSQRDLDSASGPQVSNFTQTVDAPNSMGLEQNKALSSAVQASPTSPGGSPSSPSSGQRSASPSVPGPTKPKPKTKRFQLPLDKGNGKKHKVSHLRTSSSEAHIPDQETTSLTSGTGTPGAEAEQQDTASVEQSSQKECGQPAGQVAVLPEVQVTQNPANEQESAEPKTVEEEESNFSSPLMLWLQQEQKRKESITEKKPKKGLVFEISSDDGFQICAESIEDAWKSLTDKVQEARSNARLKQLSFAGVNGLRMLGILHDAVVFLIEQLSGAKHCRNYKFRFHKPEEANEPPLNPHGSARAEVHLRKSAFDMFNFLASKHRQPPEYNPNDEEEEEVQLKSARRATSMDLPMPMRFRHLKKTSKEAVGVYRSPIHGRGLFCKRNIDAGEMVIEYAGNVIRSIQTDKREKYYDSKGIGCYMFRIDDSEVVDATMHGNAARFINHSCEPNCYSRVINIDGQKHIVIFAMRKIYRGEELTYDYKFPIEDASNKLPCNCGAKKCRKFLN
#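 Steps: dispense CXXC domain solution (7 uM) → pin compounds or unlabeled HOX-A9 DNA control → 5 min ambient → add FLSN-HOX-A9 solution (50 nM) → spin → 30 min ambient → fluorescence polarization. Tris pH 7.5/NaCl/DTT/BSA buffer.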
# VP16 counter: counter-screen for ROR gamma inhibitors: Gal4-VP16 reporter. Drosophila S2 Gal4-VP16 UAS-luciferase, luminescence, 20 h. Potency, µM (top dose mostly 53.6 µM), without a hit: at the top dose activity, negative = inhibition, usual class: inhibitors. hit rate 3.5% among 310,000. AID 2546;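 further: Gal4-VP16 expression switched on by copper sulfate through the metallothionein promoter; on the % scale 0 is the no-effect control and ±100 the full control effect; nearly all actives have a fitted effect of over 50% in size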
# FLuc counter: inhibits or activates purified firefly luciferase, miR-21 counter-screen | P08659 | purified FLuc, Km substrates, luminescence inhibition | Potency, µM (doses to about 57.5 µM), without a hit: at the highest dose activity change, negative = inhibition, most hits filed as inhibitors | hit rate 6.9% among 360,000 | AID 588342;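 further: plate controls were vehicle for no effect and reference inhibitor for full effect; nearly all actives have a fitted effect of over 55% in size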
#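 Biochemical qHTS of compounds, final roughly 60 µM downward over six points, against 10 nM purified firefly luciferase using Km concentrations of substrates (10 uM D-luciferin, 10 uM ATP) in Tris acetate pH 7.5 buffer; luminescence output.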
# RORgamma inh: ROR gamma (mouse) transcription inhibition; Drosophila S2 Gal4-RORgamma UAS-luciferase reporter, 20 h; hit rate 5.4% among 310,000; Potency, µM (titrated, usually from 53.6 µM), without a hit: top-dose activity change, negative = inhibition, actives largely listed as inhibitors; further: on the % scale 0 is the no-effect control and ±100 the full control effect; nearly all actives have a fitted effect of over 60% in size
#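 Drosophila S2 cells stably expressing Gal4-DBD/mouse RORγ fusion under metallothionein promoter plus UAS-luciferase; compound 1 h, then 700 uM CuSO4 induction for 20 h at ambient temperature; inhibition read as reduced luminescence.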
# uPA surface inh: cell surface uPA generation inhibition | AID 540303 | hit rate 0.31% among 330,000 | cell surface uPA generation assay, qHTS | Potency, µM (titrated, usually from 38.3 µM), for inactives: at the top dose activity change, negative = inhibition, hits mostly inhibitors; active means well fitted inhibition curve with a large enough effect; inconclusive means small, poorly fitted or top-dose-only effect; inactive means no such curve, though single readings can be large or run the other way; tested in mouse RAW 264.7 cells; further: on the % scale 0 is the no-effect control and ±100 the full control effect; nearly all actives have a fitted effect of over 55% in size
# BRCA1 expr up: BRCA1 expression activation | hit rate 1.1% among 380,000 | Potency, µM (highest dose often 46.1 µM), for inactives: top-dose activation, hits mostly activators | MCF7-BRCA1-FFLuc reporter, luminescence, 48 h; response scale: scaled: vehicle 0%, 10 µM genistein 100%; further: nearly all actives have a fitted effect of over 80% in size; some results filed as inactive show a strong effect at the top dose
#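 First, MCF7-BRCA1-FFLuc cells (2000/well) attach for 2 h; next, compounds are pin-added and incubated 48 h at 37 °C; finally, luciferase reagent is added and luminescence read after 15 min.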
# NPC1 promoter act: NPC1 promoter activation; Huh7 NPC1 promoter luciferase reporter, 24 h; Potency, µM (series often up to 9.22 µM), for inactives: at the top dose activation, usual class: activators; hit rate 2.4% among 320,000; AID 485313;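 further: % of control where 0% means no effect; nearly all actives have a fitted effect of over 60% in size; reporter is driven by a mutant NPC1 promoter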
#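 Quantitative HTS used a cell-based reporter: Huh7 cells stably bearing the NPC1 promoter upstream of luciferase were treated with compounds for 24 h, and promoter activation was read as luminescence.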
# p53 reactivator: restores transcriptional activity of mutant p53 | H1299 p53-A138V BP100-luciferase reporter, luminescence, 24 h | Potency, µM (titrated, usually from 92.2 µM), without a hit: at the highest dose activity change, positive = activation, actives largely listed as activators | hit rate 0.063% among 320,000; further: % of control where 0% means no effect; nearly all actives have a fitted effect of over 45% in size
#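 p53-null H1299 cells stably carrying temperature-sensitive p53-A138V and a BP100-luciferase reporter were pinned with compounds (4-point, 1:5 series) and held 24 hrs at 37 deg C. Luminescence was read 10 min after detection reagent.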
# MBNL1-CUG inh: inhibitors of human MBNL1 binding to CUG repeat RNA. TR-FRET MBNL1-His/biotin-(CUG)12 binding, 665/545 ratio. Potency, µM (doses to about 57.5 µM), without a hit: at the top dose activity change, negative = inhibition, usual class: inhibitors. hit rate 0.036% among 280,000; active means well fitted inhibition curve with a large enough effect in the signal ratio, with a control signal flat, not every such curve was filed as active; inconclusive means small, poorly fitted or top-dose-only effect, or effect the other way, or a change in a side signal; inactive means no such curve, though single readings can be large or run the other way; the % refers to the signal ratio; further: on the % scale 0 is the no-effect control and ±100 the full control effect
#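 MBNL1-His + Biotin-(CUG)12, cpd titration 92 nM–58 uM; Tb anti-His Ab 0.055 ng/ul, SA-XL665 5 nM (final); 60 min RT; ratiometric 665/545 nm, Ex 340 nm; normalized to buffer and full-complex controls.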
# Rab9 promoter act: activates the Rab9 promoter; hit rate 2.8% among 320,000; Potency, µM (top dose mostly 9.22 µM), inactives show at the highest dose activation, negative = inhibition, usual class: activators; AID 485297; Huh7 Rab9 promoter-luciferase reporter, luminescence, 24 h; further: % of control where 0% means no effect; nearly all actives have a fitted effect of over 60% in size
#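 Stable Rab9-luc Huh7, 1500 cells/well, 2 h settle; cmpd in DMSO, 24 h, 37 °C/5% CO2; luciferase reagent 10 min RT; luminescence.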
# ELG1 genotox: induces genotoxicity in HEK293T cells with luciferase-tagged ELG1 | HEK293T ELG1-luciferase reporter, luminescence, 16 h | Potency, µM (highest dose often 46 µM), without a hit: at the highest dose activity change, positive = activation, actives largely listed as activators | hit rate 1.3% among 330,000 | AID 504466; further: % of control where 0% means no effect; nearly all actives have a fitted effect of over 60% in size
#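 Reporter readout depends on ELG1 protein level, which increases with genetic stress. After 16 hr compound exposure at 37 °C, luciferase activity was quantified using ONE-Glo.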
# An asterisk follows results filed as active; ? = inconclusive; / = not tested or not shown; & = joins results of further samples; [ ] = dose if it differs, or a comment. Unless noted, the call rests on the fitted dose curve; in most records, active means well fitted curve in the direction sought with a large enough effect; inconclusive means small, poorly fitted or top-dose-only effect, or another doubt; inactive means no such curve, though single readings can be large; an effect the other way counts as inactive or inconclusive. Potency means the concentration at half of the fitted maximal effect.
Molecule,p53 reactivator,ELG1 genotox,NPC1 promoter act,uPA surface inh,RORgamma inh,MLL CXXC-DNA inh,VP16 counter,FLuc counter,MBNL1-CUG inh,Rab9 promoter act,BRCA1 expr up
Cc1ccc(S(=O)(=O)N2CCCC2)s1,?,-4%,-2%,1%,-34%,?,0%,4%,-5%,7%,-3%
CC(=O)C1=C(O)C(=O)N(Cc2ccccc2)C1c1ccc([N+](=O)[O-])cc1 (configuration not stated),1%,0%,1%,/,-22%,6%,-1%,0%,-4%,-7%,/
O=C(CCN1CCN(Cc2ccccc2)CC1)Nc1ccc(OCc2ccccc2)cc1,?,0%,0%,-11%,6%,-7%,?,7%,5%,-2%,30%
O=C(COC(=O)/C=C/c1ccccc1)NCc1cccs1,11%,3%,1%,6%,/,/,/,-8%,/,2%,8%
Cc1cccc(OCC(=O)N(C)c2c(N)n(Cc3ccccc3)c(=O)[nH]c2=O)c1C,-2%,1%,-4%,11%,/,/,/,2%,/,0%,13%
COc1ccc(CCc2nnc(CCC(=O)N(C)Cc3ccncc3C)o2)cc1,7%,5%,-4%,-29%,?,21%,-7%,?,-2%,-3%,37%
COc1ccc(-c2cc(C#N)nc(Oc3ccc(Cl)cc3)n2)cc1,8%,-5%,-1%,-19%,-18%,-7%,-16%,1%,-11%,-6%,-7%
Cc1ccc(NC(=O)C2CCN(S(=O)(=O)c3ccc(Cl)c(C(F)(F)F)c3)CC2)nc1,11%,5%,-10%,-10%,/,/,/,-19%,/,-20%,-1%
COCCN(CCOC)Cc1cc(=O)oc2cc3c(cc12)CCC3,-3%,0%,1%,-2%,-21%,5%,-4%,-2%,2%,4%,0%
CCC(C)[C@@H]1NC(=O)N(CCCN2CCCC2=O)C1=O (some centres not stated),4%,0%,-1%,3%,2%,14%,-13%,1%,-4%,0%,-16%
COC(=O)c1[nH]c(C)c(/C(O)=C2\C(=O)C(=O)N(CCN3CCOCC3)C2c2ccccc2OC)c1C (configuration not stated),-2%,-1%,-1%,-3%,4%,2%,-6%,4%,-8%,-3%,-2%
COC(=O)C1=C(C)N(Cc2ccco2)C(=O)N[C@@H]1c1cccc(C(F)(F)F)c1,-2%,0%,-27%,/,8%&22%,1%,-7%&20%,-1%,9%,-2%,/
COc1cc(C(=O)NCCOc2ccccc2C)c(Br)c(OC)c1OC,-7%,-1%,1%,-1%,0%,?,1%,4%,/,3%,0%
CC1CCN(CC(O)Cn2c3ccccc3c3ccccc32)CC1 (configuration not stated),?,1%,0%,-1%,3%,8%,-7%,0%,-5%,-4%,-22%
Cc1ccc2c(CC(=O)NCc3ccco3)coc2c1C,12%,1%,-22%,-17%,?,8%,-4%,-6%,0%,-14%,-36%
Cc1ccc(Sc2ncccc2C(=O)O)cc1C,-5%,0%,2%,6%,-8%,5%,-7%,6%,?,-4%,-15%
O=C(CSc1nnc(-c2ccco2)n1Cc1ccco1)Nc1ccccc1,-5%,1%,-4%,4%,?,3%,10%,0%,-13%,6%,20%
O=C(NC1CC1)C1=C[C@@H](c2ccccc2)C[C@@H](OCc2ccc(CO)cc2)O1,0%,2%,-3%,4%,-7%,-4%,0%,1%,-1%,-4%,2%
O=C(CN1C(=O)S/C(=C\c2ccc(F)cc2)C1=O)NCCCn1ccnc1,2%,-2%,7%,-1%,14%,3%,1%,-7%,?,-5%,2%
CN1c2ccc(Cl)cc2C(=O)NC1C1CC=CCC1 (configuration not stated),-2%,-7%,-5%,-1%,16%,47%[activator],-16%,-1%,-2%,2%,28%
CCOC(=O)N1CCN(C(=O)Nc2ccc(Cl)cc2)CC1,-2%,3%,0%,-3%,-17%[0.365 µM],6%,/,-13%,1%,-3%,31%
COc1ccc(NC(=O)c2ccc(CNc3c(NC4CCCCC4)c(=O)c3=O)cc2)cc1OC,1%,4%,-1%,6%&3%,17%,2%,9%,-2%,2%,-3%,-12%&0%
c1ccc(-c2csc(-c3ccc(-c4csnn4)cc3)n2)cc1,4%,?,29%,3%,?,-3%,9%,?,6%,?,?
Cc1cc(C)n(-c2nc(Nc3ccccc3)nc(-n3nc(C)cc3C)n2)n1,0%,-4%,2%,-5%,-36%,16%,-13%,5%,-7%,3%,-5%
CC(C)CN(C(=O)COC(=O)Cc1c[nH]c2ccccc12)c1c(N)n(Cc2ccccc2)c(=O)[nH]c1=O,-2%,0%,3%,-1%,/,/,/,1%,/,1%,4%

# More structures
Molecule,p53 reactivator,ELG1 genotox,NPC1 promoter act,uPA surface inh,RORgamma inh,MLL CXXC-DNA inh,VP16 counter,FLuc counter,MBNL1-CUG inh,Rab9 promoter act,BRCA1 expr up
COCCN1C(=O)/C(=C/c2ccc(OCc3ccc(C(=O)O)cc3)c(OC)c2)SC1=Nc1ccccc1,-14%,2%,-1%,0%,?,0%,?,0%,8%[11.5 µM],-6%,-42%
Cc1ccc(Cl)cc1NC(=S)NN,-2%,-1%,0%,?,8.9µM*,-19%,?,0%,-1%,-3%,-26%
O=C(CN1CCCCC1)Nc1cccc2c1OCO2,-2%,1%,-1%,9%,9%,1%,-5%,2%,6%,3%,10%
CCCCCNc1nc2ccccc2nc1NS(=O)(=O)c1cccs1,-7%,-7%,-1%,2%,6%,1%,7%,-2%,-2%,-2%,-21%
O=C(NC(C(=O)N/N=C/c1cccnc1)c1n[nH]c(=O)c2ccccc12)c1ccccc1 (configuration not stated),2%,3%,-2%,1%,8%,1%,0%,-4%,/,0%,-3%
Cc1cc(N2CCOCC2)nc(N2CCOCC2)n1,3%&-1%,1%&0%,-2%&-2%,-2%,0%&3%,5%&24%,3%&-3%,-2%&4%,0%&-11%,-7%&0%,0%
Cc1ccc(C(=O)O)cc1NC(=O)C1CCCN1S(=O)(=O)c1cccc2nsnc12 (configuration not stated),13%,0%,1%,-5%,1%,8%,2%,-1%,?,14%,0%
CCC(C)(C)NC(=O)C(c1cccs1)N(C(=O)c1ccn[nH]1)c1ccccc1 (configuration not stated),1%,-3%,2%,21%,13%,-3%,-20%,-16%,-13%,1%,2%
CC(C)n1c(NCc2nc3ccccc3n2C)nc2ccccc21,-3%,-2%,0%,2%,?,10%,?,-18%,13%,2%,0%
CC(=O)N1CCN(CC(=O)Nc2ccc(C)c(S(=O)(=O)N(C)C)c2)CC1,-2%,2%,-5%,6%,4%,14%,-16%,-2%,-2%,-3%,-3%
COc1ccc(OC)c(CNCCNC(=O)c2ccco2)c1,-2%,-1%,1%,/,34%,4%,-1%,6%,-7%,-5%,/
CCOC(=O)c1sc(NC(=O)Nc2ccc(F)cc2)nc1C,?,?,1.6µM*,-6%,-8%,-2%,?,1.5µM*,-25%,1.3µM*,?
CCOc1ccccc1-c1noc(CCC(=O)Nc2cccnc2)n1,0%,-4%,-1%,-5%,7%,0%,8%,5%,1%,1%,-11%
CCCN(CCC)C(=O)C1CCN(c2ccc(S(=O)(=O)N3CCOCC3)cc2[N+](=O)[O-])CC1,?,-12%,-2%,0%,-4%,-9%,-10%,5%,?,-7%,-10%
C[C@H](NC(=O)c1ccccc1)C(=O)OCC(=O)Nc1ccc2c(c1)OCO2,16%,2%,0%,9%,/,/,/,-4%,/,6%,8%
CCC1Oc2ccc(C)cc2N(CC(=O)NCCCN2CCN(Cc3ccccc3)CC2)C1=O (configuration not stated),0%,-3%,-3%,-2%,2%,2%,1%,1%,-3%,-1%,13%
COc1ccc(/C=N/OC(=O)Nc2ccc(Cl)cc2)c(OC)c1,7%,15%,3%,-1%,0%,-4%,-5%,12µM*,9%,14%,?
Cn1c(=O)[nH]c(=O)c2c1nc(N1CCCCC1)n2CC(O)CN1CCCCC1 (configuration not stated),4%,-1%,-2%,-1%,-44%,18%,-4%,2%,0%,16%,2%
Cc1cccc(N2C(=O)C3C4C=CC(CC4)C3C2=O)c1 (configuration not stated),/,0%,0%,3%,0%,-11%,3%,2%,-5%,0%,-5%
Cc1cc(NCCO)nc(-n2nc(C)cc2C)n1,5%,-3%,4%,-2%,6.3µM*,0%,20µM*,-1%,-12%,2%,-3%
O=C1CC(SCCO)C(=O)N1c1ccccc1 (configuration not stated),4%,-1%,-3%,/,28%,2%,1%,0%,5%,-3%,4%
COc1ccc(NC(=O)Cn2cnc3c(cnn3C(C)(C)C)c2=O)cc1OC,-2%,-9%,-4%,5%,19%,-2%,6%,0%,-4%,-5%,-13%
CC(/C=C\C=C\c1ccccc1)=N\NC(=O)c1cncc(Br)c1,8%,-7%,-1%,-4%,4.5µM*,11%,6.3µM*,-6%,18%,-5%,-65%

# Assay outcomes: PubChem BioAssay, National Center for Advancing Translational Sciences (NCATS)

# Some of the compounds tested, so the mix of outcomes need not match the whole.
